uPA surface inh = qHTS for Inhibitors of Cell Surface uPA Generation | cell surface uPA generation assay, qHTS | Potency, µM (top dose mostly 38.3 µM), inactives show at the highest dose activity change, negative = inhibition, hits mostly inhibitors | actives 0.31% (n = 330,000); active = well fitted inhibition curve with a large enough effect; inconclusive = small, poorly fitted or top-dose-only effect; inactive = no such curve, though single readings can be large or run the other way; tested in mouse RAW 264.7 cells; note: % is set by controls: 0 for no effect and ±100 for the full control effect; nearly all actives have a fitted effect of over 55% in size
NPC1 promoter act = qHTS Assay for NPC1 Promoter Activators; Huh7 NPC1 promoter luciferase reporter, 24 h; Potency, µM (top dose mostly 9.22 µM), for the others: at the highest dose activation, actives largely listed as activators; actives 2.4% (n = 320,000);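 note: % of control where 0% means no effect; nearly all actives have a fitted effect of over 60% in size; reporter is driven by a mutant NPC1 promoter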
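Luminescence from an NPC1 promoter-driven luciferase reporter in stably transfected Huh7 cells was measured after 24 h compound treatment at 37 °C, followed by 10 min ambient incubation with luciferase detection reagent.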
p53 reactivator = qHTS assay for re-activators of p53 using a Luc reporter; Potency, µM (top dose mostly 92.2 µM), without a hit: at the top dose activity change, positive = activation, hits mostly activators; actives 0.063% (n = 320,000); H1299 p53-A138V BP100-luciferase reporter, luminescence, 24 h; note: % of control where 0% means no effect; nearly all actives have a fitted effect of over 45% in size
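p53-null H1299 cells stably carrying temperature-sensitive p53-A138V and a BP100-luciferase reporter were pinned with compounds (4-point, 1:5 series) and held 24 hrs at 37 deg C. Luminescence was read 10 min after detection reagent.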
MLL CXXC-DNA inh = qHTS Fluorescence Polarization Assay for Inhibitors of MLL CXXC domain - DNA interaction | Histone-lysine N-methyltransferase 2A (Homo sapiens), Q03164 | MLL-CXXC / FITC-HOXA9 DNA fluorescence polarization | Potency, µM (top dose mostly 115 µM), inactives show at the highest dose activity change, negative = inhibition, actives largely listed as inhibitors | actives 0.037% (n = 290,000) | AID 2662, 2010; active = well fitted inhibition curve with a large enough effect in the polarisation, with a control signal flat, not every such curve was filed as active; inconclusive = small, poorly fitted or top-dose-only effect, or effect the other way, or a change in a side signal; inactive = no such curve, though single readings can be large or run the other way; the % refers to the polarisation
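Purified MLL-CXXC (added from a 7 uM solution) was preincubated 5 min at ambient with pinned compounds in 50 mM Tris-HCl pH 7.5, 50 mM NaCl, 1 mM DTT, 0.05% BSA. Fluorescein-labeled HOX-A9 DNA (50 nM solution) followed, 30 min, then polarization read.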
BRCA1 expr up = qHTS Assay to Identify Small Molecule Activators of BRCA1 Expression; MCF7-BRCA1-FFLuc reporter, luminescence, 48 h; response scale: scaled: vehicle 0%, 10 µM genistein 100%; actives 1.1% (n = 380,000); AID 624202, 2012; Potency, µM (doses to about 46.1 µM), inactives show top-dose activation, actives largely listed as activators; note: nearly all actives have a fitted effect of over 80% in size; some results filed as inactive show a strong effect at the top dose
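Using MCF7 cells harboring a BRCA1 firefly luciferase reporter, plated 2 h before compound pinning, the screen measured luminescence after 48 h incubation. Responses were normalized to DMSO and 10 microM genistein, then fitted for concentration-effect.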
Rab9 prom act = qHTS Assay for Rab9 Promoter Activators. Huh7 Rab9 promoter-luciferase reporter, luminescence, 24 h. Potency, µM (doses to about 9.22 µM), inactives show at the highest dose activation, negative = inhibition, actives largely listed as activators. actives 2.8% (n = 320,000). AID 485297, 2010; note: % of control where 0% means no effect; nearly all actives have a fitted effect of over 60% in size
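Luminescence read-out: Huh7 cells stably expressing Rab9-luciferase, treated 24 h with compound at 37 °C, then lysed with luciferase reagent for 10 min at ambient before reading.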
Gal4-VP16 FLuc = VP16 counterscreen qHTS for inhibitors of ROR gamma transcriptional activity; Drosophila S2 Gal4-VP16 UAS-luciferase, luminescence, 20 h; Potency, µM (doses to about 53.6 µM), for the others: at the top dose activity, negative = inhibition, actives largely listed as inhibitors; actives 3.5% (n = 310,000); AID 2546, 2010;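 note: Gal4-VP16 expression switched on by copper sulfate through the metallothionein promoter; % is set by controls: 0 for no effect and ±100 for the full control effect; nearly all actives have a fitted effect of over 50% in size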
ELG1 genotox = qHTS screen for small molecules that induce genotoxicity in human embryonic kidney (HEK293T) cells expressing luciferase-tagged ELG1 | HEK293T ELG1-luciferase reporter, luminescence, 16 h | Potency, µM (highest dose often 46 µM), for the others: at the top dose activity change, positive = activation, actives largely listed as activators | actives 1.3% (n = 330,000); note: % of control where 0% means no effect; nearly all actives have a fitted effect of over 60% in size
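Cells (2,000/well) expressing the ELG1-luciferase fusion are dosed by pin tool and kept 16 hr at 37 °C, 5% CO2. Signal comes from ONE-Glo luciferase reagent after 30 min at room temperature.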
MBNL1-CUG inh = qHTS Assay for Inhibitors of MBNL1-poly(CUG) RNA binding. actives 0.036% (n = 280,000). AID 2675, 2010. Potency, µM (doses to about 57.5 µM), without a hit: at the top dose activity change, negative = inhibition, hits mostly inhibitors. Muscleblind-like protein 1 (Homo sapiens), Q9NR56. TR-FRET MBNL1-His/biotin-(CUG)12 binding, 665/545 ratio; active = well fitted inhibition curve with a large enough effect in the signal ratio, with a control signal flat, not every such curve was filed as active; inconclusive = small, poorly fitted or top-dose-only effect, or effect the other way, or a change in a side signal; inactive = no such curve, though single readings can be large or run the other way; the % refers to the signal ratio; note: % is set by controls: 0 for no effect and ±100 for the full control effect
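MBNL1-His + Biotin-(CUG)12, cpd titration 92 nM–58 uM; Tb anti-His Ab 0.055 ng/ul, SA-XL665 5 nM (final); 60 min RT; ratiometric 665/545 nm, Ex 340 nm; normalized to buffer and full-complex controls.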
FLuc counter = qHTS profiling assay for firefly luciferase inhibitor/activator using purifed enzyme and Km concentrations of substrates (counterscreen for miR-21 project); Luciferin 4-monooxygenase (Photinus pyralis), P08659; purified FLuc, Km substrates, luminescence inhibition; Potency, µM (doses to about 57.5 µM), for the others: at the highest dose activity change, negative = inhibition, actives largely listed as inhibitors; actives 6.9% (n = 360,000); AID 588342, 2011;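 note: plate controls were vehicle for no effect and reference inhibitor for full effect; nearly all actives have a fitted effect of over 55% in size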
Target sequence (P08659 whole entry, looked up): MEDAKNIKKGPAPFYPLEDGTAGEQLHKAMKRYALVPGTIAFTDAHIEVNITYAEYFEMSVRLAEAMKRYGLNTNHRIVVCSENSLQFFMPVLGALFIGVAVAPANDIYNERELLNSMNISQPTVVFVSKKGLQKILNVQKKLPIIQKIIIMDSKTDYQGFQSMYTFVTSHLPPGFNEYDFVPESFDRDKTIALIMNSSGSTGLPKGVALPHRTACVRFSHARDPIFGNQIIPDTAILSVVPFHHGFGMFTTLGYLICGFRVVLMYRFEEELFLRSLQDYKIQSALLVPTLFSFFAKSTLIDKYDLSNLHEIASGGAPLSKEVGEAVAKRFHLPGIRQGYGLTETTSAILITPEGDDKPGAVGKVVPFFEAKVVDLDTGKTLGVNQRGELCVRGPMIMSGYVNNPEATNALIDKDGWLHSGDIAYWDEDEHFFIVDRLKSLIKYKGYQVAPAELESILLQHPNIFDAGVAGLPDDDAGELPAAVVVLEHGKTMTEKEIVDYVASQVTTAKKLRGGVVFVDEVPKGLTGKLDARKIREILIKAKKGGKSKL
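Purified P. pyralis luciferase, 10 nM final, with Km-level 10 uM D-luciferin and 10 uM ATP in 50 mM Tris acetate pH 7.5, 10 mM Mg acetate, 0.01% Tween-20, 0.05% BSA; 6-point qHTS titration about 60 µM downward; luminescence read.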
RORg inh = qHTS for inhibitors of ROR gamma transcriptional activity | Nuclear receptor ROR-gamma (Mus musculus), P51450 | AID 2551, 2010 | Drosophila S2 Gal4-RORgamma UAS-luciferase reporter, 20 h | actives 5.4% (n = 310,000) | Potency, µM (highest dose often 53.6 µM), for inactives: top-dose activity change, negative = inhibition, most hits filed as inhibitors; note: % is set by controls: 0 for no effect and ±100 for the full control effect; nearly all actives have a fitted effect of over 60% in size
Target sequence (P51450 whole entry, looked up, the tested form may be a part): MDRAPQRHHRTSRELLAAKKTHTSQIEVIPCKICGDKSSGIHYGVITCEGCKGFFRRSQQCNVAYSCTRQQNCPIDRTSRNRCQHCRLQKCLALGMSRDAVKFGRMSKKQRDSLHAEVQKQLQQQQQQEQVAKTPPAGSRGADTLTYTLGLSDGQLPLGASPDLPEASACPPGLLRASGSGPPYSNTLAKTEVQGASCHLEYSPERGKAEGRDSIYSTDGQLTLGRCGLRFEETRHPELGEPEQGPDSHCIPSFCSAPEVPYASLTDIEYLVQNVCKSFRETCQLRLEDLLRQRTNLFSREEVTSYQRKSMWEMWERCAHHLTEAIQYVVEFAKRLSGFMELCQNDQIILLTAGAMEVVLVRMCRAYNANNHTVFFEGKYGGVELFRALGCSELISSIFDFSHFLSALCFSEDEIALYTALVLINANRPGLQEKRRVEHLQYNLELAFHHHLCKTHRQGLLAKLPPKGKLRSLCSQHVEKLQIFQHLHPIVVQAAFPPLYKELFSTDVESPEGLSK
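Using a luciferase readout, inhibitors were identified by reduced reporter activity in Drosophila cells coexpressing a copper-inducible Gal4–ROR gamma fusion and UAS-driven Photinus luciferase, incubated 20 hr after 700 uM copper sulfate.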
Active calls of the source: *; ? = inconclusive; . = not tested or not shown; & = joins results of further samples. Unless noted, calls come from the whole dose curve; as a rule, active = well fitted curve in the direction sought with a large enough effect; inconclusive = small, poorly fitted or top-dose-only effect, or another doubt; inactive = no such curve, though single readings can be large; an effect the other way counts as inactive or inconclusive. Potency is the fitted concentration of half-maximal effect. This is a subset; count on the stated rates, not on these rows.

Molecule | FLuc counter | p53 reactivator | MLL CXXC-DNA inh | NPC1 promoter act | uPA surface inh | Gal4-VP16 FLuc | ELG1 genotox | BRCA1 expr up | MBNL1-CUG inh | Rab9 prom act | RORg inh
CCCc1nc2oc3c(NCc4ccccn4)ncnc3c2c2c1COC(C)(C)C2 | 9% | -1% | 6% | 20% | -5% | -16% | 2% | -11% | -10% | -2% | 2%
Cc1ccc(-c2ccc(SCC(=O)Nc3ccc4c(c3)OCCO4)nn2)cc1 | 1.9µM* | ? | 4% | 18% | -7% | -16% | 11% | 13% | 9% | 16% | -10%
NS(=O)(=O)c1cccc(NC(=O)COC(=O)/C(=C/c2cccs2)c2cccs2)c1 | -5% | -7% | 2% | 1% | 0% | -22% | -7% | 0% | . | 14% | 37%
Cc1ccc(CCC(=O)NCc2ccccc2)o1 | 4% | . | 15% | -5% | -1% | -6% | 4% | 17% | 3% | 2% | -28%
Cc1cc2oc(=O)cc(CN3CCCCC3)c2cc1C | -5% | -10% | 16% | -1% | -1% | -5% | 5% | 20% | -2% | -1% | 0%
COc1ccccc1N1CCN(S(=O)(=O)c2cn(C)c(=O)n(C)c2=O)CC1 | 3% | 0% | -6% | 1% | -1% | 0% | 2% | 10% | -3% | -1% | 16%
O=C(c1ccccc1)c1ccc(OCCO)cc1 | -18% | 1% | -2% | 8% | -7% | -1% | 10% | 52% | -2% | 16% | 0%
Cc1ccc(NC(=O)Cc2noc3ccccc23)c(C)c1 | -16% | 19% | 7% | -2% | -1% | 4% | 3% | 27% | -6% | -2% | 28%
CCOC(=O)c1cnc(Nc2nc3ccccc3o2)nc1CSC(=S)N(CC)CC | -11% | ? | -5% | 8% | -5% | 0.56µM* | 0% | 0% | -8% | 13% | 0.56µM*
CCOC(=O)/C(N=Nc1c(C)n(C)n(-c2ccccc2)c1=O)=C(/O)c1ccccc1 | -6% | 0% | 25% | 0% | 2% | -5% | -6% | -14% | ? | 15% | -35%
COc1ccc(/C=C(\NC(=O)c2ccccc2)C(=O)NCc2ccco2)cc1OC | 2% | 2% | 0% | -7% | 0% | -9% | 0% | 0% | 12% | -4% | -15%
CCOC(=O)c1[nH]c(C)c(C(=O)NCc2ccco2)c1C | -1% | 4% | 4% | -7% | -14% | 10% | -1% | -8% | -6% | -3% | 21%
O=S(=O)(NCCOc1ccccc1)c1ccc2ccccc2c1 | 2% | -1% | 16% | 0% | . | 3% | -1% | 4% | 6% | -6% | -5%
CCN(CC)CCn1c(=N)n(CC(O)COc2ccccc2)c2ccccc21 (stereo not given) | -2% | 1% | -4% | 0% | -5% | -3% | -5% | -56% | -22% | -7% | 11%
CCc1nnc(NC(=O)c2ccc(S(=O)(=O)N(CC(C)C)CC(C)C)cc2)o1 | 0% | 20% | 5% | -6% | -2% | 0.35µM* | -7% | -82% | -10% | -5% | 0.32µM*
CCC(C)(C)NC(=O)C(c1ccc(C)cc1)N(CCN1CCOCC1)C(=O)CNC(=O)c1cccs1 (stereo not given) | -5% | 3% | -10% | -4% | -1% | 4% | -1% | 15% | -5% | 11% | 2%
NC1=NC[C@@H](Cc2ccc(O)cc2)N1CC1CCCCC1 | 0% | 1% | -5% | -3% | -13% | -2% | 2% | -6% | -1% | -1% | -5%
Cc1cc(OCC(O)CN2CCN(CCO)CC2)ccc1C(C)C (stereo not given) | -11% | -21% | 11% | -3% | -4% | -7% | 2% | 4% | -12% | -2% | -11%
Nn1c(SCC(=O)Nc2cc(C(F)(F)F)ccc2Cl)nncc1=O | 1% | -23% | ? | ? | -2% | ? | -18% | -19% | -3% | 8% | -41%
O=C(COC(=O)c1ccc2ncsc2c1)NC(=O)NCc1ccccc1 | 5% | -3% | 12% | 2% | 1% | -7% | 3% | 27% | -5% | -9% | 6%
COc1ccccc1CNC(=O)CS(=O)Cc1nc(-c2ccc(OC)c(OC)c2)oc1C (stereo not given) | 4%&-11% | -7% | -5% | -1% | 9% | 12% | 0% | 1% | 0% | 0% | -27%
O=[N+]([O-])c1ccc(CP(=O)(c2ccccc2)c2ccccc2)cc1 | 4% | . | -4% | 0% | -12% | -10% | 0% | -11% | ? | -3% | -9%
COc1ccc(OC)c(-c2cn(S(=O)(=O)c3ccccc3)nc2N)c1 | 7% | -10% | -14% | -9% | . | -6% | -1% | -22% | -15% | -1% | -38%
CCOC(=O)C1=C(O)C(=O)N(c2ccc(S(N)(=O)=O)cc2)C1c1ccc([N+](=O)[O-])cc1 (stereo not given) | -1% | -3% | -3% | 0% | 5% | -2% | -2% | 15% | . | -1% | 10%
O=C1CC(CC(=O)N/N=C/c2ccccc2[N+](=O)[O-])=NN1 | -1% | 4% | -1% | -3% | 7% | -11% | 1% | -17% | ? | -1% | -3%
O=S1(=O)CCOC[C@H](CC2CCCCC2)N1Cc1cccc(Cl)c1 | 8% | . | -3% | 1% | 3% | -1% | -6% | -44% | -7% | 0% | 13%
Cc1ccc(CCC(=O)Nc2cc(Cl)ccc2Cl)o1 | 2% | -1% | 11% | -3% | 0% | 3% | 3% | -1% | 4% | 1% | -5%
O=C(O)c1ccccc1C(=O)Nc1ccc(-n2nc(C(F)(F)F)cc2C(F)(F)F)cc1 | -2% | 2% | -8% | -2% | 2% | -1% | 0% | 20% | 1% | 1% | 5%
CCN(c1ccccc1)S(=O)(=O)c1ccc(OCc2c(C)noc2C)cc1 | 3% | 4% | 2% | -6% | 9% | 7% | 2% | -33% | -6% | 3% | -6%
Cc1ccc(NC(=O)CCC(=O)NNC(=O)NC2CCCCC2)c(C)c1 | -2% | -3% | 11% | -3% | -2% | -21% | -2% | 7% | -10% | -5% | 28%
CCOC(=O)[C@H]1[C@H]2COc3ccc(C)cc3[C@@H]2N2C(=O)c3ccccc3NC(=O)[C@@]12C | 2% | -6% | . | -1% | -6% | . | 3% | -7% | . | -1% | .
COc1ccccc1CC(=O)N(CCC#N)CCC#N | 1% | 14% | 7% | -2% | -2% | 3% | 1% | 1% | -11% | 3% | 0%
COc1ccc(Oc2nc3ccccc3n(C)c2=O)cc1 | 4% | -9% | 1% | -2% | . | 5% | -1% | -11% | 25% | -7% | -7%
COc1ccc(C/C(C)=N/NC(=O)c2ccc(Cl)cc2)cc1 | -16% | 0% | 7% | -1% | -1% | ? | -1% | -32% | -1% | -1% | 11µM*
COc1ccccc1C(=O)NNC(=O)CCC(=O)NCc1ccccc1 | 3% | 4% | 2% | -4% | 2% | -4% | 0% | -20% | -1% | 7% | -9%
O=C(OCC1CC(c2ccccn2)=NO1)c1ccc(Br)cc1 (stereo not given) | 17µM* | 6% | -11% | 12% | 8% | -2% | 13% | 30% | -6% | 9% | -10%
CN(C)C(CNc1ncccn1)c1ccccc1 (stereo not given) | -2% | -7% | -2% | 0% | -1% | 9% | 5% | -55% | -5% | 5% | -8%
O=S(=O)(c1ccc(NC(=S)NC2CCCC2)cc1)N1CCCC1 | 4% | 10% | -7% | 0% | 9% | -9% | -7% | 0% | -4% | -2% | 13%
CCn1c(=O)n(CC(=O)Nc2cc(OC)ccc2OC)c(=O)c2ccccc21 | -1% | 1% | -2% | -2% | 6% | 1% | 16% | -12% | -13% | 15% | -19%
O=C1CCC(=O)N1c1ccc(NC2CCN(Cc3ccccc3)CC2)c([N+](=O)[O-])c1 | 1% | 6% | -5% | -2% | 17% | 9% | -1% | 2% | ? | 8% | 16%
CCCCNCc1ccc(SC)cc1 | -2% | -5% | -15% | -6% | -4% | -1% | 1% | 0% | -1% | 4% | 2%
COc1ccc(NC(=O)C(=O)NNC(=O)COc2ccc(Cl)cc2)c(OC)c1 | -1% | -7% | ? | -9% | -4% | ? | -11% | -1% | -4% | 0% | ?

Screening data: PubChem, National Center for Advancing Translational Sciences (NCATS)
